# AGP1-GFP MLPCN: modulators of AGP1-GFP expression in yeast TOR pathway, primary screen, cell-based, multiplex flow cytometry, S. cerevisiae, MLPCN library. 3 h; GFP as percent of DMSO wells. GFP response vs DMSO, % at 10 µM. 320,000 compounds, 0.02% hits. AID 2066, 2009;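 active = GFP response relative to DMSO above a set limit, near screen average plus 3 SD, cut at about 150% in these data; inconclusive = fewer than 70 cells counted for the yeast strain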;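 also: median GFP channel fluorescence of the gated AGP1 strain per well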
# Yeast superoxide: reduction of superoxide in aged yeast, primary screen, HTS; S. cerevisiae aged cells, superoxide DHE fluorescence; stronger effect = lower value; superoxide response (% of plate mean), % at 10 µM; 330,000 compounds, 0.18% hits; AID 2690, 2010;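 active = superoxide response under a set limit, about three screen SD below normal, cut at about 65% in these data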;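 also: yeast aged for seven days with compound at 30 °C before DHE staining; 100% = average MFI of all compound-treated wells on the plate with controls excluded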
# RPL19A TOR yeast: RPL19A-GFP expression modulators in yeast, primary screen, cell-based, S. cerevisiae, multiplex flow cytometry, MLPCN; S. cerevisiae RPL19A-GFP strain, 3 h; stronger effect = lower value; percent response vs DMSO, % at 10 µM; 330,000 compounds, 0.3% hits; AID 2025, 2009;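 active = percent response vs DMSO below 50%; inconclusive = fewer than 70 events counted for the yeast strain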;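 also: median channel GFP fluorescence of the barcoded RPL19A-GFP strain; ratio of sample median GFP to plate DMSO average so 100% = DMSO; lower means less RPL19A-GFP as with rapamycin TOR inhibition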
# CIT2-GFP yeast: modulators of CIT2-GFP expression in yeast, primary screen, S. cerevisiae, GFP fusion, multiplex flow cytometry, MLPCN library; S. cerevisiae CIT2-GFP strain, 3 h; 100 means same as DMSO wells; GFP response vs DMSO, % at 10 µM; 320,000 compounds, 0.065% hits; AID 2029, 2009;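 active = GFP response relative to DMSO above a set limit, near the screen mean plus 3 SD, cut at about 150% in these data; inconclusive = Fewer than 70 cells measured for a yeast strain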;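 also: ratio of well median GFP fluorescence to mean of DMSO wells on the plate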
# GRK2 inh: compounds blocking aptamer binding on GRK2 – biochemical, human GRK2, bead flow cytometry, HTS, primary screen; Beta-adrenergic receptor kinase 1 (Homo sapiens), P25098; FAM-aptamer displacement from GRK2; inhibition of aptamer binding, % at 10 µM; 330,000 compounds, 0.59% hits; AID 488847, 2010;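 active = inhibition of aptamer binding above 40%, roughly 3 SD of noise, on plates passing a quality check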;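 also: median bead fluorescence of bound FAM aptamer so fluorescent compounds give negative values; no value below 0 was filed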
# MEP2-GFP yeast: modulators of MEP2-GFP levels in yeast, primary screen, S. cerevisiae, multiplex flow cytometry, MLPCN library. GFP response vs DMSO, % at 10 µM. S. cerevisiae MEP2-GFP strain, 3 h; 100% = DMSO control level. 330,000 compounds, 0.51% hits. AID 2016, 2009;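 active = GFP response versus DMSO above a set limit, roughly screen mean plus 3 SD, cut at about 180% in these data; inconclusive = fewer than 70 cells counted for a yeast strain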;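 also: median GFP fluorescence of the barcode-gated MEP2-GFP cells per well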
# LAP4-GFP MLPCN: modulators of LAP4-GFP expression in yeast, primary screen, S. cerevisiae, multiplex flow cytometry, MLPCN library. 3 h; median GFP as percent of DMSO wells. 320,000 compounds, 0.34% hits. AID 2023, 2009. GFP response vs DMSO, % at 10 µM;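 active = GFP response vs DMSO above a set limit, about the screen mean plus 3 SD, cut at about 150% in these data; inconclusive = under 70 cell events counted for the yeast strain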
# VLA-4 inh: inhibition in human VLA-4 binding assay, primary screen, VLA-4 allosteric modulator project, MLPCN library, flow cytometry, VLA-4 expressing cells | Integrin alpha-4 (Homo sapiens), P13612 | ligand binding flow cytometry | inhibition, % (about 7 µM as worked out from the volumes in the protocol) | AID 2557, 2010 | 330,000 compounds, 0.2% hits; in the data active = inhibition above about 50%
# Target sequence (P13612 whole entry, looked up): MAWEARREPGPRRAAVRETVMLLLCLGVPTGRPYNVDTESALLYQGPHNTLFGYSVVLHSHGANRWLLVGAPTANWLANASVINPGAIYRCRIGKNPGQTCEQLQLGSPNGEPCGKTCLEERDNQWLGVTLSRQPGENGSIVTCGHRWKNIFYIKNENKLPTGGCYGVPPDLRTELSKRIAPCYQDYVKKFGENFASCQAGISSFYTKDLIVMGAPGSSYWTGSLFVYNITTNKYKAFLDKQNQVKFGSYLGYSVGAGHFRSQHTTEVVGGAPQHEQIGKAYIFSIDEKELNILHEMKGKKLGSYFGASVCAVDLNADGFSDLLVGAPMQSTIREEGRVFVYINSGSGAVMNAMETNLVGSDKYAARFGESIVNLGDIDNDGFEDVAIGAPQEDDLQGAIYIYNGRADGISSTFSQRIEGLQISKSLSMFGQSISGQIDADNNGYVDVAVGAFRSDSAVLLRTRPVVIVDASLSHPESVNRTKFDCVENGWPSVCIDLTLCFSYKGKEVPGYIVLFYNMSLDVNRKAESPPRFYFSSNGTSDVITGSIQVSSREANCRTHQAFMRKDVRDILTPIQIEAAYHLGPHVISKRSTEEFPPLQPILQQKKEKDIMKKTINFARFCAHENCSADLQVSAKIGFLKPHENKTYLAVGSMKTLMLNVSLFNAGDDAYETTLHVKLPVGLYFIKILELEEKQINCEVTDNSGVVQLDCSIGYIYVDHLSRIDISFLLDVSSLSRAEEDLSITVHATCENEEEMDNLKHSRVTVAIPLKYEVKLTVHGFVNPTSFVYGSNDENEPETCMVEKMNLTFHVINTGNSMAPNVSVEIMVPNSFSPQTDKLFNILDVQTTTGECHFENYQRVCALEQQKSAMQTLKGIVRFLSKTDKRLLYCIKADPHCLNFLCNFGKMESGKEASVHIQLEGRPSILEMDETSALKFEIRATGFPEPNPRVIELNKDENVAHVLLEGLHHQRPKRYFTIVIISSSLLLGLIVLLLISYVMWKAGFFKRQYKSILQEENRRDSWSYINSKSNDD
# The depositor's hits bear a star; ? = inconclusive; nt = not tested or not shown; [ ] = dose if it differs, or a comment.
1) Cc1cc(N2C(=O)C(=O)/C(=C(/O)c3ccc(F)cc3)C2c2ccc(Cl)cc2)no1 (stereo not drawn)
2) N=C1C(c2ccccc2)=C(O)CN1c1cccc(S(=O)(=O)NCc2ccco2)c1
3) CCCc1nnc(NC(=O)CC(C)c2ccccc2)s1 (stereo not drawn)
4) COC(=O)CCC(=O)Nc1sc(Cc2ccccc2)c(C)c1C(N)=O
5) COc1ccccc1C(=O)C1CCCN(C(=O)CCC(=O)c2ccccc2)C1 (stereo not drawn)
6) Cn1ccnc1C(=O)c1cc(SCC(=O)NCc2ccccc2)nc2ccccc12
7) O=C(CCCN1C(=O)/C(=C/c2ccccc2Cl)SC1=S)NCCCN1CCOCC1
8) Cc1ccccc1C(=O)N1CCC(n2nccc2NC(=O)CCOc2ccccc2)CC1
9) COc1ccc(C(=O)N2CCCC(Nc3ccc(C(C)C)cc3)C2)c(OC)n1 (stereo not drawn)
10) O=C(N/N=C/c1ccccn1)c1ccc([N+](=O)[O-])cc1Cl

screen / no.	1	2	3	4	5	6	7	8	9	10
AGP1-GFP MLPCN	108	109	94	101	104	85	104	90	101	103
Yeast superoxide	108	96	112	86	95	102	103	94	113	92
RPL19A TOR yeast	89	107	101	104	99	85	99	101	99	105
CIT2-GFP yeast	nt	109	111	111	90	82	105	nt	97	106
GRK2 inh	0	2	nt	1	1	1	0	0	0	1
MEP2-GFP yeast	119	115	101	117	93	92	111	110	99	104
LAP4-GFP MLPCN	105	100	91	115	107	88	108	82	100	95
VLA-4 inh	19	-1	1	6	2	7	16	-7	10	-2

# 4 entries already listed, sorted by the value under VLA-4 inh, smallest number first.
No.	SMILES	VLA-4 inh
2	N=C1C(c2ccccc2)=C(O)CN1c1cccc(S(=O)(=O)NCc2ccco2)c1	-1
4	COC(=O)CCC(=O)Nc1sc(Cc2ccccc2)c(C)c1C(N)=O	6
6	Cn1ccnc1C(=O)c1cc(SCC(=O)NCc2ccccc2)nc2ccccc12	7
7	O=C(CCCN1C(=O)/C(=C/c2ccccc2Cl)SC1=S)NCCCN1CCOCC1	16

# (listing goes on)
11) COC(=O)C1CCN(c2c([N+](=O)[O-])cc(C(F)(F)F)cc2[N+](=O)[O-])CC1
12) CC(C)(C)C1CCc2onc(C(=O)NCc3ccc(F)cc3)c2C1 (stereo not drawn)
13) CCOC(=O)c1cc(-c2ccccc2)nc2nc(N3CCCCC3)sc12
14) CCNC(=O)NC(=O)C(C)Sc1nc2cc(C(=O)OC)ccc2c(=O)n1-c1ccccc1 (stereo not drawn)
15) CN1CCN(C(=O)/C(=C/c2cn(S(=O)(=O)N(C)C)c3ccccc23)NC(=O)c2ccccc2Cl)CC1
16) Cc1cc(Br)ccc1NC(=O)c1ccccc1-c1ccccc1
17) CCOc1ccc(CNC(=O)CCCn2ccc3cc(S(=O)(=O)N4CCCC4)ccc32)cc1
18) COc1ccc(C(C(=O)NC2CCCC2)N(CC2CCCO2)C(=O)Cc2cccs2)cc1OC (stereo not drawn)
19) COc1ccc(CCNC(=O)C2CCCN(S(=O)(=O)c3cnc[nH]3)C2)cc1OC (stereo not drawn)
20) COc1cc(CN2CCNC(=O)C2CC(=O)N(C)Cc2ncc[nH]2)cc(OC)c1 (stereo not drawn)

screen / no.	11	12	13	14	15	16	17	18	19	20
AGP1-GFP MLPCN	109	90	87	102	108	108	14[may fluoresce violet]	113	103	95
Yeast superoxide	97	76	97	97	117	108	96	96	111	90
RPL19A TOR yeast	103	93	99	103	102	106	22*[may fluoresce violet]	107	100	91
CIT2-GFP yeast	103	100	94	104	101	105	?	103	98	83
GRK2 inh	5	0	4	0	0	3	0	4	2	0
MEP2-GFP yeast	105	91	97	108	108	106	154[may fluoresce violet]	109	103	98
LAP4-GFP MLPCN	103	94	94	104	105	106	81[may fluoresce violet]	115	102	91
VLA-4 inh	-4	16	9	9	-4	3	3	-2	42	1

21) CCOc1ccc(OCCC(=O)OCC(=O)Nc2ccc(Cl)cn2)cc1
22) Clc1cccc(OCCCn2ccnc2)c1
23) O=C(O)/C=C/C(=O)Nc1ccc(-c2ccccc2)cc1
24) FC(F)(F)c1cccc(NC(=S)Nc2cccc(NC(=S)Nc3cccc(C(F)(F)F)c3)n2)c1
25) COc1ccccc1CNC(=O)COC(=O)c1cnccn1
26) O=C(c1ccc([N+](=O)[O-])cc1)N(Cc1ccc(Br)cc1)N1C(=O)CCCC1=O
27) COc1ccc(CNC(=O)c2oc3ccc(S(=O)(=O)N4CCOCC4)cc3c2C)cc1
28) CCn1c(SCC(=O)Nc2cccc(C)c2)nc2nc3c(cc2c1=O)COC(C)(C)C3
29) O=c1c(Sc2ccccc2)c(C(F)(F)F)[nH]n1-c1ccccc1
30) CCCCCCn1c(N2CCN(c3cccc(Cl)c3)CC2)nc2c1c(=O)[nH]c(=O)n2C

screen / no.	21	22	23	24	25	26	27	28	29	30
AGP1-GFP MLPCN	111	100	101	100	100	99	103	103	99	87
Yeast superoxide	104	91	72	88	90	136	87	108	107	125
RPL19A TOR yeast	100	102	102	94	100	99	97	96	99	92
CIT2-GFP yeast	99	100	96	91	100	102	102	106	103	79
GRK2 inh	2	2	0	1	0	1	0	2	9	1
MEP2-GFP yeast	103	106	108	100	98	104	98	92	106	93
LAP4-GFP MLPCN	107	96	108	117	99	99	96	104	95	90
VLA-4 inh	1	4	9	9	7	37	-5	-11	5	20

31) Cc1ccc(Cl)cc1N1CCN(C(=S)NCc2ccco2)CC1
32) COc1cccc(C2NC(=O)NC(C)=C2C(=O)Nc2cc(OC)ccc2OC)c1 (stereo not drawn)
33) Cc1ccc2c(c1)N(CC(=O)N1CCCCC1c1cccnc1)C(=O)CO2 (stereo not drawn)
34) Fc1ccc(-n2nnc(-c3ccnc4ccccc34)n2)cc1
35) O=C(O)CSCCC(=O)Nc1ccc(F)cc1
36) C#CCn1cc(/C=N/NC(=O)c2cc3ccccc3o2)c2ccccc21
37) O=C(NNC1CC(=O)N(c2ccc(Br)cc2)C1=O)c1ccccn1 (stereo not drawn)
38) O=C(Nc1cc(S(=O)(=O)N2CCCCC2)ccc1Cl)c1ccncc1
39) CCc1ccc(C2NC(c3ccc(CC)cc3)C([N+](=O)[O-])C(C)(C)C2[N+](=O)[O-])cc1 (stereo not drawn)
40) O=C(CN1CCN(C2CCCCC2)CC1)Nc1ccccc1N1CCCCC1

screen / no.	31	32	33	34	35	36	37	38	39	40
AGP1-GFP MLPCN	99	91	108	82	98	90	98	94	107	111
Yeast superoxide	96	87	86	101	88	104	94	90	95	97
RPL19A TOR yeast	101	93	110	102	91	97	102	93	106	105
CIT2-GFP yeast	90	96	112	84	101	99	103	94	97	111
GRK2 inh	2	1	1	0	0	2	3	2	0	0
MEP2-GFP yeast	96	97	104	92	93	99	104	98	119	103
LAP4-GFP MLPCN	116	114	107	91	88	87	87	100	105	106
VLA-4 inh	4	-3	-15	-7	-6	-4	19	14	0	-12

41) Cc1onc(-c2ccccc2Cl)c1C(=O)N1CCCCC1
42) Cc1ccc(S(=O)(=O)NCC2CCC(C(=O)NCc3ccc4c(c3)OCO4)CC2)cc1 (stereo not drawn)
43) O=C(NCCc1nnc2ccc(NCc3ccccc3Cl)nn12)c1ccccc1
44) Cc1cc(C)c(NC(=O)C(C)OC(=O)c2cc(Br)c(Br)s2)c(C)c1 (stereo not drawn)
45) CCc1cccc(OCC(=O)Nc2ccc(S(=O)(=O)N3CCCC3)cc2)c1
46) CC(C)Oc1cccc(C(=O)NC(=S)Nc2cccc(C(F)(F)F)c2)c1
47) O=c1c(-c2ccc(Br)cc2)coc2c(CN3CCOCC3)c(O)ccc12
48) O=C(NCCOC12CC3CC(CC(C3)C1)C2)c1cccc(Br)c1
49) Cc1sc2nc(CSc3ccccc3)nc(N3CCN(C)CC3)c2c1C
50) COC(=O)C1=C(N)Oc2cc(C)n(CC3CCCO3)c(=O)c2C1c1ccccc1OC (stereo not drawn)

screen / no.	41	42	43	44	45	46	47	48	49	50
AGP1-GFP MLPCN	103	107	100	110	91	100	99	94	106	?
Yeast superoxide	93	97	98	116	99	89	109	120	88	110
RPL19A TOR yeast	102	101	101	106	75	nt	104	99	99	68[may fluoresce violet]
CIT2-GFP yeast	105	98	102	104	99	102	107	90	100	?
GRK2 inh	1	2	0	3	3	0	0	0	2	0
MEP2-GFP yeast	98	104	106	105	90	106	101	93	106	247*[may fluoresce violet]
LAP4-GFP MLPCN	100	96	103	109	83	93	109	109	96	61[may fluoresce violet]
VLA-4 inh	11	6	0	22	20	1	18	0	nt	10

# From compound 1 as far as 2, as listed above:
1) Cc1cc(N2C(=O)C(=O)/C(=C(/O)c3ccc(F)cc3)C2c2ccc(Cl)cc2)no1 (stereo not drawn)
2) N=C1C(c2ccccc2)=C(O)CN1c1cccc(S(=O)(=O)NCc2ccco2)c1

screen / no.	1	2
AGP1-GFP MLPCN	108	109
Yeast superoxide	108	96
RPL19A TOR yeast	89	107
CIT2-GFP yeast	nt	109
GRK2 inh	0	2
MEP2-GFP yeast	119	115
LAP4-GFP MLPCN	105	100
VLA-4 inh	19	-1

# Going on with the list:
51) COc1ccc(S(=O)(=O)Nc2ccccc2OC)cc1NC(=O)c1cc2ccccc2oc1=O
52) Cc1c(-n2cc(C(=O)c3ccccc3O)cc(C#N)c2=O)c(=O)n(-c2ccccc2)n1C
53) CN(C)CC(C)(C)CNC(=O)C1CCN(CCCc2ccccc2)CC1
54) Cc1cc(NC(=O)C(=O)c2cn(C)c3ccccc23)no1
55) CCCC(C(=O)O)N1C(=O)/C(=C/c2cccn2C)SC1=S (stereo not drawn)
56) CC(N=C1NS(=O)(=O)c2ccccc21)c1ccccc1 (stereo not drawn)
57) O=C(Nc1ccc2ccccc2c1)C(c1ccccc1)C1CCCC1 (stereo not drawn)
58) Cc1oc2c(c(=O)c1C)C(=O)CC(c1ccccc1)C2 (stereo not drawn)
59) COc1ccc(CNS(=O)(=O)c2ccc(S(=O)(=O)NC3CC3)cc2)cc1
60) Cc1cc(C)cc(OCC(=O)N2CCCCCC2)c1

screen / no.	51	52	53	54	55	56	57	58	59	60
AGP1-GFP MLPCN	104	102	91	99	101	101	96	103	99	108
Yeast superoxide	95	120	103	103	93	102	97	89	107	96
RPL19A TOR yeast	108	98	96	95	106	101	100	96	108	102
CIT2-GFP yeast	105	98	94	83	94	101	102	101	106	104
GRK2 inh	7	0	0	1	1	2	0	0	4	0
MEP2-GFP yeast	112	107	95	93	95	98	104	93	107	108
LAP4-GFP MLPCN	103	105	82	120	100	95	96	90	110	104
VLA-4 inh	9	-21	21	4	-62	4	8	1	21	1

61) O=C(NCCCn1ccnc1)/C(=C\c1ccco1)NC(=O)c1ccco1
62) CC(C)Cn1c(N)c(C(=O)COC(=O)c2ccc3c(c2)OCCO3)c(=O)n(C)c1=O
63) Cc1ccccc1NS(=O)(=O)c1cccc2nonc12
64) Cn1c(=O)c2c(ncn2CC(=O)OCC(=O)c2ccc(Cl)cc2)n(C)c1=O

screen / no.	61	62	63	64
AGP1-GFP MLPCN	105	98	100	107
Yeast superoxide	107	99	125	111
RPL19A TOR yeast	102	95	104	99
CIT2-GFP yeast	98	101	98	95
GRK2 inh	0	0	5	0
MEP2-GFP yeast	104	101	101	106
LAP4-GFP MLPCN	99	96	93	108
VLA-4 inh	5	31	-11	3

# High-throughput results (PubChem)
